DNMT1 inh = blocks human DNA methyltransferase DNMT1. DNMT1 molecular beacon, Hinp1I cleavage, fluorescence. 0.83% of 360,000 active. P26358. inhibition (reported as % activation of signal), % at 10 µM; in the data active means inhibition above about 50%
Target sequence (P26358 504-1616 limits assumed): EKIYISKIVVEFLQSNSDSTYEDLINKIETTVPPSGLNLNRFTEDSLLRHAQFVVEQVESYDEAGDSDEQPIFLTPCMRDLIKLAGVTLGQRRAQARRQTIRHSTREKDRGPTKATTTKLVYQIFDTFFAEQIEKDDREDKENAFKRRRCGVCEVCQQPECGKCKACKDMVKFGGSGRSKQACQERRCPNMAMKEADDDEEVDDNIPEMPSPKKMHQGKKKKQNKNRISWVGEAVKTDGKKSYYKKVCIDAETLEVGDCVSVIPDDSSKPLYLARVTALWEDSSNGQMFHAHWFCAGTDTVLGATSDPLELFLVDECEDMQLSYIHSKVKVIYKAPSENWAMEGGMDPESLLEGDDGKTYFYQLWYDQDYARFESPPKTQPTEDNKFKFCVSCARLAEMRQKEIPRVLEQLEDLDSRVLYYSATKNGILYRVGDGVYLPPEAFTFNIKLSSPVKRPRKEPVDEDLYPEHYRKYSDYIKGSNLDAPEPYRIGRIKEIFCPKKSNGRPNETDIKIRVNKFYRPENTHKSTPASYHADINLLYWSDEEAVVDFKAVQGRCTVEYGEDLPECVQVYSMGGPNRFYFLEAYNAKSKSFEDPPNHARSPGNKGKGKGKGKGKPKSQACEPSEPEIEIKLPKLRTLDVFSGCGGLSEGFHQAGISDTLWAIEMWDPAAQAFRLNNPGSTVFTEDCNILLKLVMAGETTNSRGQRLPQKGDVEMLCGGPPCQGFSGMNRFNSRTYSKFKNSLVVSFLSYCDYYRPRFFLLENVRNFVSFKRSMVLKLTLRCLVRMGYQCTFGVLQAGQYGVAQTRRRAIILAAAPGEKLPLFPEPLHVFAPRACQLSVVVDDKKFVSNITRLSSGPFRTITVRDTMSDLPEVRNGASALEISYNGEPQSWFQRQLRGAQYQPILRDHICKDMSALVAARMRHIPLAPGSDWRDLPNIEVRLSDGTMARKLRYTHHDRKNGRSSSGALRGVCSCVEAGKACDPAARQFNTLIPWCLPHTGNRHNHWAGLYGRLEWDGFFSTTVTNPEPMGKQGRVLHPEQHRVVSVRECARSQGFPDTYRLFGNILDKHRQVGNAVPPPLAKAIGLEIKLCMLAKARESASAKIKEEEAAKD
LMPTP inh = LMPTP (human) inhibition | recombinant LMPTP-A, OMFP fluorogenic substrate, fluorescence intensity | AID 651560 | 0.22% of 360,000 active | inhibition, % at 20 µM;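 active means compounds that cut the enzyme signal by at least half of the control window in the single-dose screen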;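 further: plate controls were DMSO wells with enzyme plus substrate for no effect and substrate without enzyme for full effect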
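Test system – LMPTP-A phosphatase enzyme · Quantity – 0.625 nM LMPTP-A final · Reagent – OMFP substrate, 400 µM final · Dosing – one test concentration per compound, 20 µM, with 3% DMSO overall · Timing – 50 min enzyme reaction at room temperature, protected from light · Detection – fluorescence intensity · Controls – substrate-only low control, DMSO enzyme-plus-substrate high control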
CSN deneddyl inh = inhibitors of human CSN-mediated cullin deneddylation; inhibition, % at 12.5 µM; 0.38% of 360,000 active; Q92905; Purified CSN, SCF-Nedd8-OG deneddylation, fluorescence polarization;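 active means pattern-corrected inhibition above about 35%, with an unprinted fluorescence ratio check between 0.5 and 1.5, limit read from the data, passing the limit was not always enough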;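 further: 0% = enzyme with substrate and 100% = substrate without enzyme; some results filed as inactive read as strong as hits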
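Assay system: purified human Csn5 enzyme expressed in HEK293T cells; Input: 0.24 nM Csn5 enzyme, final concentration; Reagent: 10 nM SCFSkp2-Nedd8OG; Compound dosing: 12.5 µM single point; Times: reaction 90 min, room temperature; Technique: fluorescence polarization readout.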
NadD block = NadD (S. aureus) enzyme inhibition; 0.78% of 360,000 active; purified NadD enzyme, colorimetric absorbance read-out; AID 602399; inhibition, % at 20 µM; in the data active means inhibition above about 26%; further: some compounds past the cut are filed as inactive
TbMetRS inhib = blocks T. brucei methionyl-tRNA synthetase activity. purified T. brucei MetRS, ATP depletion, Kinase-Glo luminescence. inhibition, % at 11.9 µM. 0.4% of 360,000 active. AID 624268;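 active means inhibition above a per-plate cutoff of the control wells' mean inhibition plus 3 SD, cut at about 5.5% in these data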;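 further: 0% = DMSO wells median and 100% = median of wells with control inhibitor compound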
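technique = Kinase-Glo luminescence, ATP depletion format | system = purified MetRS (methionyl-tRNA synthetase) enzyme from Trypanosoma brucei | timing = 15 min preincubation, 2 h reaction, all 25 °C | evaluation = percent inhibition versus plate control medians | dosing = single dose, 11.9 µM final nominal, 0.9% final DMSO | also added = substrates ATP, L-methionine and bulk Escherichia coli tRNA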
MsrA inhibitor = inhibitors of bovine MsrA. purified bovine MsrA, absorbance read-out. 0.75% of 360,000 active. inhibition, % at 15.5 µM. AID 651718; in the data active means inhibition above about 4.5%;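 further: 0% = vehicle wells with enzyme and 100% = reference inhibitor wells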
Rpn11 block = blocks the human proteasome subunit Rpn11. 0.59% of 360,000 active. calls only at 20 µM. human 26S proteasome, Ub4-pepOG fluorescence polarization; 20S core pre-blocked with epoxomicin. AID 588493;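 active means inhibition at 20 µM, scaled to each plate's controls, above about 33%, limit read from the data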
STEP inh = blocks human striatal-enriched tyrosine phosphatase; AID 588621; P54829; recombinant STEP, OMFP fluorogenic substrate, fluorescence; 0.25% of 360,000 active; inhibition, % at 20 µM;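 active means inhibition at 20 µM, scaled per plate between control wells, above about 37%, limit read from the data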;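 further: 0% = DMSO with enzyme and substrate and 100% = substrate only without enzyme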
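Assay system: isolated STEP enzyme / Timing: 20 min at room temperature, dark / Doses: 20 µM, 1% DMSO / Technique: fluorescence intensity, excitation 480 nm, emission 540 nm / Reagent: fluorogenic phosphatase substrate OMFP at 25 µM final / Measure: percent inhibition scaled to no-enzyme and uninhibited-enzyme controls, plate-pattern corrected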
SUMO1 PPI mod = modulators of human SUMO1-mediated protein-protein interactions. P63165. SUMO1 binding to a labelled peptide, TR-FRET, 1 h. inhibition, % at 20 µM. 0.33% of 360,000 active. AID 602429; in the data active means inhibition above about 37%
Scp-1 inhibitor = inhibitors of human Scp-1 phosphatase; Q9GZU7; Recombinant Scp1, phosphopeptide, malachite green phosphate absorbance; inhibition, % at 20 µM; 0.88% of 340,000 active; AID 493091;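 active means inhibition above about 50% at 20 µM, limit read from the data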;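 further: plate controls were DMSO wells with enzyme for no effect and wells lacking enzyme for full effect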
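Test system – truncated SCP-1 phosphatase (76-261aa) · Reagent – Phosphorylated 17-residue peptide substrate · Incubation – 45 min room-temperature reaction, 5 min colour, 30 min stabiliser · Detection – colorimetric phosphate reagent with accelerator and stabiliser, absorbance at 630 nm · Measure – % inhibition at 20 µM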
* marks the source's active call; other numbers are inactive results; i = inactive; x = not tested or not shown; + = active, no number.

SMILES	DNMT1 inh	LMPTP inh	CSN deneddyl inh	NadD block	TbMetRS inhib	MsrA inhibitor	Rpn11 block	STEP inh	SUMO1 PPI mod	Scp-1 inhibitor
CCOC(=O)NC(c1ccccc1)C1CCCCC1=O (centres undefined)	3	-1.8	1	-1	-1.4	0.4	i	1	2	-4
COc1ccc(/C=C2/C(=O)N(c3ccccc3)N=C2C)cc1	-8	6.9	-5	-7	0.6	x	i	0	14	-20
Brc1cnc2nc[nH]c2c1	4	-1.2	0	-6	0.8	0.9	i	0	6	-7
CC(=O)NC1C(=O)N(CCN2CCOCC2)c2ccc(Cl)cc21 (centres undefined)	-2	0.7	-2	14	0.3	0.3	i	-11	16	4
Cc1cc(C(=O)Nn2cnc3ccccc3c2=O)ccc1[N+](=O)[O-]	-1	0.5	-1	2	0.0	0.2	i	-1	-3	-5
O=C(NC1CC1)C1=C[C@H](c2ccc(Br)cc2)C[C@H](OCc2ccc(CO)cc2)O1	-5	0.9	4	-5	0.0	0.8	i	4	4	-6
O=C(Nc1ccc2c(c1)OCO2)N1CCCc2ccccc21	0	-0.4	-4	-4	0.7	0.4	i	2	-2	-1
Cc1nc2ncnn2c(C)c1CCC(=O)NCc1ccco1	2	-0.6	1	-4	-0.2	0.2	i	1	4	-2
Cc1cc(C)c(OCC(=O)OCC(=O)NCCC2=CCCCC2)c(C)c1	0	0.9	3	-8	-0.3	0.6	i	2	11	-9
NC(=O)NC(=O)COC(=O)c1ccc(OC(F)F)cc1	-2	-0.1	-2	-1	0.4	2.3	i	-4	0	-8
CCOc1cc(N2CCOCC2)c(OCC)cc1NC(=O)c1c(-c2ccccc2)noc1C	-7	0.7	-3	3	-0.3	0.0	i	2	-1	8
C/C(=N\NC(=O)CCC(=O)Nc1ccc(C)c(C)c1)c1cccs1	5	-0.8	-3	3	0.7	-0.1	i	-2	0	-9
Nc1cccc(C2=Nc3cccc4cccc(c34)N2)c1	-2	23	-1	21	-0.3	0.0	i	5	-3	-7
CCN(CC)c1nc(C)nc2c1cnn2CCc1ccccc1	0	-0.7	9	4	-0.1	-1.0	i	1	-1	2
Cc1cccc(NC(=O)C2C3C=CC(O3)C2C(=O)O)c1C (centres undefined)	1	-3.1	5	6	-0.5	-0.4	i	2	2	0
COc1ccc(C=NN=C2c3ccccc3-c3ccccc32)cc1OC	-16	3.9	0	0	0.1	1.3	i	-1	-8	-3
CC1(C)CC(=O)C2=C(C1)OC(N)=C(C#N)C2c1cn(-c2ccccc2)nc1-c1ccccc1 (centres undefined)	-5	0.7	4	-5	0.1	0.5	i	-2	-1	-6
CCOc1ccc(C(=O)NC(=S)NCCCN2CCOCC2)cc1	0	-3.7	1	-6	0.4	1.5	i	1	2	1
C/C(=N\NC(=O)c1cccc(Cl)c1)c1cccc(NC(=O)c2ccco2)c1	1	-0.5	-1	-1	-0.8	0.6	i	-5	1	6
CCOC(=O)c1oc2c(CN3CCN(C)CC3)c(O)ccc2c(=O)c1-c1ccccc1OC	3	-1.3	2	6	0.4	1.9	i	1	-3	-5
CCc1nnc(NC(=O)CSc2nnc(Cc3cc(=O)[nH]c(=O)[nH]3)n2-c2cccc(OC)c2)s1	1	-1.5	0	9	0.2	0.7	i	0	0	-5
COc1ccc2[nH]cc(C(O)CN3CCC(C(N)=O)CC3)c2c1 (centres undefined)	-3	1.3	-3	4	-0.4	1.1	i	0	-2	71*
COc1ccc(N=Cc2ccccc2O)cc1	-4	0.1	1	0	-0.1	-1.3	i	-2	2	-7
COc1ccc(C(=O)COC(=O)CN2C(=O)C3C4C=CC(C4)C3C2=O)cc1 (centres undefined)	7	-1.1	5	-8	-0.2	-1.4	i	-1	0	-3
Cc1cccc(C)c1NC(=O)C(c1ccc(C(F)(F)F)cc1)n1c(=O)c(-c2cc3ccccc3[nH]2)nc2ccccc21 (centres undefined)	x	3.8	-1	x	-0.6	-0.2	x	x	2	x

Results in CSN deneddyl inh, TbMetRS inhib and MsrA inhibitor (2 entries from above):
smiles | CSN deneddyl inh | TbMetRS inhib | MsrA inhibitor
Nc1cccc(C2=Nc3cccc4cccc(c34)N2)c1 | -1 | -0.3 | 0.0
CCN(CC)c1nc(C)nc2c1cnn2CCc1ccccc1 | 9 | -0.1 | -1.0

Entries of single compounds as entered above.
COc1ccc(/C=C2/C(=O)N(c3ccccc3)N=C2C)cc1 is listed with DNMT1 inh = -8; LMPTP inh = 6.9; CSN deneddyl inh = -5; NadD block = -7; TbMetRS inhib = 0.6; MsrA inhibitor = x; Rpn11 block = i; STEP inh = 0; SUMO1 PPI mod = 14; Scp-1 inhibitor = -20
Nc1cccc(C2=Nc3cccc4cccc(c34)N2)c1 is listed with DNMT1 inh = -2; LMPTP inh = 23; CSN deneddyl inh = -1; NadD block = 21; TbMetRS inhib = -0.3; MsrA inhibitor = 0.0; Rpn11 block = i; STEP inh = 5; SUMO1 PPI mod = -3; Scp-1 inhibitor = -7
COc1ccc(C(=O)COC(=O)CN2C(=O)C3C4C=CC(C4)C3C2=O)cc1 (centres undefined) is listed with DNMT1 inh = 7; LMPTP inh = -1.1; CSN deneddyl inh = 5; NadD block = -8; TbMetRS inhib = -0.2; MsrA inhibitor = -1.4; Rpn11 block = i; STEP inh = -1; SUMO1 PPI mod = 0; Scp-1 inhibitor = -3

Next results.
SMILES	DNMT1 inh	LMPTP inh	CSN deneddyl inh	NadD block	TbMetRS inhib	MsrA inhibitor	Rpn11 block	STEP inh	SUMO1 PPI mod	Scp-1 inhibitor
CC(C)[C@H](NC(=O)N1CCn2c1nc1ccccc12)C(=O)N[C@@H](Cc1ccccc1)C(=O)O	-2	-1.5	-2	4	0.3	0.7	i	0	0	-1
O=C(O)c1cccc(CN2C(=O)SC(Nc3cccc4ccccc34)C2=O)c1 (centres undefined)	-3	-1.1	2	3	-0.4	2.2	i	-4	-6	-7
Cc1ccc(-c2ccc(=O)n(CCC(=O)N3CCN(c4ccccc4)CC3)n2)cc1	0	0.1	-3	-5	-1.0	-0.1	i	1	-9	-3
CCc1ccccc1N(C)S(=O)(=O)c1cc(-c2cc(C)no2)ccc1OC	-4	3.3	-3	-13	0.1	-1.2	i	1	-4	-10
O=C(Nc1cccc(NC(=O)c2cccs2)c1)c1ccc([N+](=O)[O-])o1	2	0.1	2	-6	0.0	0.5	i	-3	-30	-6
COc1ccccc1NS(=O)(=O)c1cc(C(=O)N2CCCC2)ccc1C	3	-0.9	4	4	0.1	0.3	i	1	1	-5
O=c1c2ccccc2c(-c2ccccc2)nn1-c1ccc(Cl)c(Cl)c1	-3	3.6	-1	-8	0.4	1.1	i	1	-2	-21
COc1cccc(C(=O)NC(=S)NCc2ccco2)c1	0	0.4	-9	-4	-1.2	0.3	i	1	-2	-5
O=C(O)COc1ccc(/C=N/NC(=O)c2ccccc2Br)cc1	2	0.5	-2	6	0.0	x	i	-2	-2	3
CCc1nc(C)cn1S(=O)(=O)c1cc(C)c(OC)c(C)c1C	0	-0.7	-1	-5	-0.6	-0.2	i	-2	-3	2
COc1ccc(OC)c(/C=N/NC(=O)CCc2n[nH]c(=O)[nH]c2=O)c1	6	-0.5	-6	2	-1.5	1.7	i	-1	-1	4
Cc1ccc(-c2nnc(-c3ccc(NC(=O)c4cccs4)cc3)o2)cc1	63*	36	0	5	0.6	-1.0	+	54*	-4	19
Cc1ccc(-c2csc3nnc(SCC(=O)NCc4ccco4)n23)cc1	-3	-0.3	1	1	-0.8	0.0	i	-1	-1	0
O=C(Nc1nc2ccccc2[nH]1)c1ccccc1F	5	-0.5	-1	3	-7.4	0.2	i	4	-3	-11
Cc1cccc(NC(=O)CSc2nnc(-c3ccco3)n2CC2CCCO2)n1 (centres undefined)	0	-0.5	1	-1	-1.2	0.5	i	6	3	-1
CCCC1=Nc2cc(C(=O)N3CCC(C(=O)OCC)CC3)ccc2Sc2ccccc21	-8	3.9	-4	-4	-0.3	0.0	i	2	-2	-3
Cc1nc2ccccc2n1CC(=O)NCCN1CCCC1	-3	2.5	-4	-4	-0.4	1.6	i	-1	3	-4
CCSc1nc(C(F)(F)F)cc(=O)n1-c1ccccc1	-1	-0.4	0	1	-0.9	0.5	i	2	-1	-1
CCc1ccc(Cn2nnc(C(=O)Nc3cccc(C)c3)c2N)cc1	3	-2.6	2	0	-0.1	-0.1	i	-3	1	-16
COC(=O)c1sccc1-n1cccc1C(=O)NCc1ccccc1	5	-1.7	1	-5	-1.6	0.1	i	-3	1	-12
CCC(Oc1ccc2c(=O)c(-c3ccccc3OC)coc2c1)C(=O)OCc1ccccc1 (centres undefined)	5	8.2	-11	-3	-0.7	0.0	i	4	3	-15
CCN(CC)c1ccc(S(=O)(=O)N2CCOCC2)cc1NS(C)(=O)=O	-1	-1.5	-3	-6	-0.5	0.3	i	-4	-5	-8
O=C(NNC(=S)Nc1ccc(Br)cc1Cl)c1ccco1	6	-0.3	-2	-2	-0.7	0.7	i	-2	-4	-6
O=C(Cc1ccc(Br)cc1)Nc1ccc(S(=O)(=O)NCC2CCCO2)cc1 (centres undefined)	-6	1.6	-1	-1	1.5	0.5	i	-1	-2	-5
Fc1cccc(Cc2c(-c3cccc(Cl)c3)nc3ccc(Br)cn23)c1	3	1.9	24	15	0.2	-1.3	x	-9	8	x
CC(C)CN(C)C(=O)CCc1nnc(Cc2cccc(C(F)(F)F)c2)o1	2	0.4	-13	3	-0.3	0.3	i	-2	-8	-4
Fc1cc(NCc2ccccc2)nc(NCc2ccccc2)n1	2	-0.1	-2	6	-0.5	0.1	i	-1	2	1
O=C(COc1ccc(Br)cc1)Nc1ccc(CN2CCOCC2)cc1	1	-0.1	3	-1	-0.4	0.1	i	-1	1	-3
Cc1cc(C)n(C(=O)c2c([N+](=O)[O-])c(C)nn2C)n1	-5	-1.8	-2	4	-1.3	-0.7	i	-3	3	0
